KOR beta-arrestin-1: kappa opioid receptor blockers – cell-based, luminescence, uHTS (AID 1778); KOR beta-arrestin recruitment, luminescence, antagonist mode; higher % means a stronger effect; 290,000 compounds, 0.091% hits; one-dose inhibition, % at 10 µM; IC50 in µM for titrated hits; note: strong numbers were not always called active
NOD2 inhibition: NOD2 signaling inhibitors, cell-based, luminescence, uHTS, HEK293 (AID 1566). HEK293 NOD2/NF-kB luciferase reporter, luminescence; higher % means a stronger effect. 290,000 compounds, 0.63% hits. one-dose inhibition, % at 4 µM; EC50 in µM for titrated hits; note: many of its hits are not listed in these tables
CSM14.1 death rescue: rescue of cells from ER stress-induced death, primary screen, 384-well, CSM14.1, thapsigargin, ATP luminescence (AID 1222) | CSM14.1 thapsigargin-induced death rescue, ATP luminescence; higher % means a stronger effect | one-dose cellular ATP content (survival), % at 20 µM; EC50 in µM for titrated hits | 190,000 tested, under 10 active;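 active = EC50 below 50 µM in the dose-response confirmation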;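 note: death triggered by thapsigargin at about 15 µM added after 2 h compound pretreatment; cell ATP read after overnight thapsigargin exposure of roughly 18 to 22 hours; normalized against plate controls of thapsigargin alone and 5% DMSO vehicle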
GPR55 activation: selective activators of receptor GPR55 – imaging, U2OS cells, beta-arrestin-GFP redistribution, primary screen (AID 1961). U2OS GPR55 beta-arrestin-GFP redistribution imaging; higher % means a stronger effect. activation, % at 10 µM, or EC50 in µM where a hit was titrated. 290,000 compounds, 0.048% hits;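 active = activation above 40% with more than 50 cells counted in the well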;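 note: U2OS osteosarcoma cells stably expressing GPR55 and beta-arrestin-GFP; plate controls were DMSO negative control for no effect and LPI positive control for full effect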
NOD1 inhibition: NOD1 signaling inhibitors, primary screen, cell-based, luminescence, uHTS (AID 1578); 290,000 compounds, 1% hits; NOD1-driven NF-kB luciferase reporter cells, luminescence; higher % means a stronger effect; inhibition, % at 4 µM; hits with a dose series show EC50 in µM; in the data active = inhibition mostly above about 36%, no sharp cut-off; inactive = mostly below about 34%;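 note: HEK-293T reporter cells stimulated with the NOD1 agonist gamma-tri-DAP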
KOR beta-arrestin-2: KOR agonists, beta-arrestin recruitment, primary screen, cell-based, luminescence, uHTS (AID 1777); KOR beta-arrestin recruitment, luminescence; higher % means a stronger effect; activation, % at 10 µM; hits with a dose series show EC50 in µM; 280,000 compounds, 0.02% hits; in the data active = activation above about 50%, passing the limit was not always enough; note: a part of the inactive calls stands beside numbers as strong as those of hits
NTR1 agonist: agonists of NTR1, primary screen, imaging, U2OS cells, beta-arrestin-GFP, high content (AID 493036); P30989; NTR1-U2OS beta-arrestin-GFP spot imaging, agonist mode; activation, % at 20 µM; 330,000 compounds, 0.17% hits;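 active = activation at or above 40% of the spot to cytoplasm intensity ratio, with at least 20 cells analyzed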;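 note: 0% = DMSO without peptide and 100% = 100 nM NTR1 peptide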
Target sequence (P30989 whole entry, looked up): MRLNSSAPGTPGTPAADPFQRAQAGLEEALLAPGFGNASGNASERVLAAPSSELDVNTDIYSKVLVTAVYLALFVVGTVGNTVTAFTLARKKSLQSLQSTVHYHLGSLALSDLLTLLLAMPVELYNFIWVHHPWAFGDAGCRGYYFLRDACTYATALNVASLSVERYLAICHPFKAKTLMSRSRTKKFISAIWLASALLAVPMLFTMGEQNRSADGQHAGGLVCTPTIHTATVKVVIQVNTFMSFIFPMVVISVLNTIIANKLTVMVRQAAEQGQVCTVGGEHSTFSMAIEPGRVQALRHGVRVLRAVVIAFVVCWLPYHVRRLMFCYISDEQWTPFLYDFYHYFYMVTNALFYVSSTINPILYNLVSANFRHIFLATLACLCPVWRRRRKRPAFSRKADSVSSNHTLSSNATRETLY
TNAP activation fold: human TNAP enzyme activators, primary screen, biochemical, luminescent, no phosphate acceptor, uHTS (AID 1001) | purified TNAP, luminescent activation assay, no phosphate acceptor; higher activation fold means a stronger effect | activation fold at 20 µM; hits with a dose series show EC50 in µM | 200,000 compounds, 0.03% hits; in the data active = activation fold from about 3, or a potency from the dose series; inactive = the rest, 99 in 100 with activation fold below about 1.6; note: many of its hits are not listed in these tables
Yfh1-depleted yeast: enhancers of respiration in Yfh1-depleted yeast, dose response, Friedreich's ataxia, plus single-dose screen (AID 1465); S. cerevisiae Yfh1-off respiration, WST-1 reduction, 72 h; higher fold induction means a stronger effect; one-dose fold induction at 50 µM; EC50 in µM for titrated hits; 220,000 compounds, 0.074% hits;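 active = fold induction of absorbance versus untreated yeast above a set limit, then at least 30% activation at any dose in follow-up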;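 note: activators that raise dye reduction in frataxin-depleted yeast; strong numbers were not always called active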
NTR1 agonist cell count 20 µM: further read-out of NTR1 agonist, marked with its call; cell count; measured here: cell count, cytotoxicity flag
* = called active by the depositor; i = inactive; . = no result given; [ ] = dose if it differs, or a comment. Cut-off read from the data, not from the text of the source, unless noted: active = inhibition above about 50%; inactive = the rest.

SMILES	KOR beta-arrestin-1	NOD2 inhibition	CSM14.1 death rescue	GPR55 activation	NOD1 inhibition	KOR beta-arrestin-2	NTR1 agonist	NTR1 agonist cell count 20 µM	TNAP activation fold	Yfh1-depleted yeast
On1nnc2ccccc21	.	2%	.	0.4%	-3%	6.4%	-0.2	69	.	i
C#CCN(C(=O)c1ccc(OC)c(OC2CCN(C(C)C)CC2)c1)C1CCCCC1	-19%	-1%	.	-0.1%	-23%	1.3%	0.2	55	.	.
Cn1c(SC2CCCCC2=O)nnc1-c1ccncc1 (stereo not drawn)	20%	24%	-1.1%	0.3%	15%	-2.4%	-1.5	65	1.1	i
C(#CCN1CCOCC1)COCCOC(c1ccccc1)c1ccccc1	-20%	-12%	-0.6%	-0.1%	-50%	-2.6%	-0.6	75	1.1	i
CC(=O)c1ccc(NC(=O)C2=CC(c3ccc4c(c3)OCO4)=NS(=O)(=O)N2C)cc1	3%	-3%	.	-0.2%	-9%	-3.1%	-0.1	69	.	.
Nc1nc(-c2cccc(NS(=O)(=O)c3ccccc3)c2)cs1	-28%	-3%	-1.9%	0.2%	7%	0.4%	4.1	55	1.1	i
CCOC(=O)C1=C(C)N=C2c3ccccc3C(=O)C2C1c1ccc(Cl)cc1 (stereo not drawn)	26%	-4%	-0.2%	-0.1%	17%	1.6%	29	56	1	i
O=C(c1ccco1)N1CCN(C(=O)c2cnn(-c3ccc(Cl)cc3)c2C2CCNCC2)CC1	4%	7%	.	0.3%	-14%	-7.4%	-0.6	61	.	.
Cc1ccc(C2N(c3ccc(Cl)cc3)C(=O)N3CCCN23)cc1 (stereo not drawn)	4%	2%	.	-0.2%	4%	.	-0.3	45	.	i
CCNC(=O)C1CC(=O)N(Cc2ccc(F)cc2)C(=Nc2ccc(OC)cc2)S1 (stereo not drawn)	-6%	-1%	2.5%	-0.3%	2%	4.8%	2.4	42	1.1	i
CCO[C@H]1OC(C(=O)N2CCN(C)CC2)=C[C@@H](C)[C@@H]1CCCO	10%	0%	0.5%	-0.2%	-35%	-2.7%	0.0	45	1.1	i
COc1ccc(NS(=O)(=O)c2cccc(NC(=O)COc3ccc(OC)cc3)c2)cc1	34%	-36%	.	-0.1%	-5%	1.0%	-0.2	62	.	i
Cc1cc(SCC(=O)Nc2cccc(S(=O)(=O)NC3=NCCCCC3)c2)nc2ccccc12	-3%	12%	.	0.8%	-3%	-0.7%	1.4	65	.	i
NC(=O)CSC1=Nc2ccccc2C2=NC(CC(=O)NCc3cccs3)C(=O)N12 (stereo not drawn)	2%	19%	-0.2%	0.3%	-3%	-1.6%	-0.3	73	1.2	i
O=C(c1cc(-c2ccc(Cl)cc2)n[nH]1)N1CCc2ccccc2C1	-32%	17%	.	0.2%	-10%	-6.3%	5.6	73	.	.
Cc1noc(C)c1C(=O)NCCc1ccc(Cl)cc1	23%	14%	.	0.3%	-14%	-1.4%	-1.1	66	1.1	i
Cc1ccc(C2=[N+]([O-])C(C)N(O)C2(C)C)o1 (stereo not drawn)	-19%	5%	-0.8%	-0.1%	-1%	0.6%	0.7	36	1	i
CCOc1ccc(NC(=O)CC2SC(N)=NC2=O)c([N+](=O)[O-])c1 (stereo not drawn)	-28%	5%	-0.1%	0.2%	-35%	1.9%	1.8	41	1.1	i
Cc1ccccc1NC(=O)c1cccnc1	-37%[20 µM]	3%	.	-0.1%	-26%	9.2%	0.5	69	.	.
COc1cccc(CNC(=O)Cc2ccc(NC3=NC4CS(=O)(=O)CC4S3)cc2)c1 (stereo not drawn)	21%[20 µM]	14%	.	-0.1%	-8%	-0.7%	-1.7	51	.	.
Cc1ccc(-c2noc(=O)n2CC(=O)c2ccc(Cl)cc2)cc1	0%	-11%	-1.7%	-0.2%	-28%	.	-0.9	36	1	i
Cc1ccc(O)c(NC(=O)c2ccccc2-c2ccccc2C(=O)O)c1	-24%[20 µM]	-2%	.	-0.1%	22%	1.5%	-0.8	61	.	.
Cc1ccc(Cl)cc1NC(=O)N[C@@H](CC(C)C)C(=O)O	-5%	4%	.	-0.1%	-13%	0.8%	5.8	46	.	i
CCOc1ccccc1NC(=O)N1CCCC1C(=O)NCc1ccco1 (stereo not drawn)	-7%	2%	.	-0.1%	-23%	-0.8%	1.5	43	.	.
O=C(COC(=O)CNC(=O)c1ccc(Cl)cc1Cl)Nc1ccc(N2CCOCC2)cc1	-10%	-2%	-0.9%	-0.1%	-25%	12%	0.7	44	1.1	i
Cc1ccc(NC(=S)NC(=O)CC2CC(C)(C)OC2=O)cc1 (stereo not drawn)	-8%	1%	0.1%	-0.1%	-16%	-0.8%	2.8	87	1.1	i
Cc1ccc(-c2cc(C(=O)N3CCCC3)c3ccccc3n2)s1	20%	-3%	.	0.9%	6%	-1.5%	1.6	62	.	.
Cc1cc(C)n(-c2ccc(C(=O)OCc3nnc(-c4ccccc4)o3)cc2)n1	26%	-7%	1.1%	-0.1%	-12%	12%	0.9	46	1.1	i
COc1ccc(OC)c(NC(=O)CN2C(=O)CSc3ccc(S(=O)(=O)N4CCCC4)cc32)c1	-6%	18%	.	-0.1%	-7%	-7.7%	0.5	62	.	.
CC(C)Cc1cc(C(=O)NCc2cccs2)no1	18%	-56%	-0.3%	-0.3%	-32%	-2.9%	1.2	68	1.1	i
CCN=C1S/C(=C\c2ccc(OCC)c(OC)c2)C(=O)N1CC	-3%	10%	-1.6%	-0.2%	-14%	-1.6%	1.0	70	1.1	i
COc1cc(CN2CCCC(C(=O)c3ccc(C(C)(C)C)cc3)C2)cc(OC)c1O (stereo not drawn)	-49%[20 µM]	6%	.	-0.4%	-23%	-2.5%	5.0	62	.	.
Oc1c(C(c2cccs2)N2CCOCC2)sc2ncnn12 (stereo not drawn)	-6%	-5%	-1.2%	0.2%	-15%	-2.6%	7.9	51	1.1	i
CC12CCC(C(=O)Nc3ccc(Cl)cc3)([C@H](Br)C1=O)C2(C)C (stereo partly drawn)	1%	10%	.	-0.1%	18%	1.0%	1.2	62	.	i
Cc1cc(C)c2c(c1)c(C)cc1nnc(SCC(=O)NCc3ccco3)n12	-1%	-18%	3.6%	-0.2%	-12%	-2.8%	1.7	74	1	i
CCOC(=O)c1c(NC(=O)c2ccccc2Br)sc2c1CCc1ccccc1-2	10%	20%	-0.1%	-0.2%	-1%	-6.7%	1.6	109	1.2	i

Ten entries already listed, sorted by number of heavy atoms, smallest number first:
SMILES	KOR beta-arrestin-1	NOD2 inhibition	CSM14.1 death rescue	GPR55 activation	NOD1 inhibition	KOR beta-arrestin-2	NTR1 agonist	NTR1 agonist cell count 20 µM	TNAP activation fold	Yfh1-depleted yeast
CC(C)Cc1cc(C(=O)NCc2cccs2)no1	18%	-56%	-0.3%	-0.3%	-32%	-2.9%	1.2	68	1.1	i
Oc1c(C(c2cccs2)N2CCOCC2)sc2ncnn12 (stereo not drawn)	-6%	-5%	-1.2%	0.2%	-15%	-2.6%	7.9	51	1.1	i
Cc1ccc(NC(=S)NC(=O)CC2CC(C)(C)OC2=O)cc1 (stereo not drawn)	-8%	1%	0.1%	-0.1%	-16%	-0.8%	2.8	87	1.1	i
Cc1ccc(-c2cc(C(=O)N3CCCC3)c3ccccc3n2)s1	20%	-3%	.	0.9%	6%	-1.5%	1.6	62	.	.
CCOc1ccccc1NC(=O)N1CCCC1C(=O)NCc1ccco1 (stereo not drawn)	-7%	2%	.	-0.1%	-23%	-0.8%	1.5	43	.	.
Cc1cc(C)c2c(c1)c(C)cc1nnc(SCC(=O)NCc3ccco3)n12	-1%	-18%	3.6%	-0.2%	-12%	-2.8%	1.7	74	1	i
Cc1cc(C)n(-c2ccc(C(=O)OCc3nnc(-c4ccccc4)o3)cc2)n1	26%	-7%	1.1%	-0.1%	-12%	12%	0.9	46	1.1	i
COc1cc(CN2CCCC(C(=O)c3ccc(C(C)(C)C)cc3)C2)cc(OC)c1O (stereo not drawn)	-49%[20 µM]	6%	.	-0.4%	-23%	-2.5%	5.0	62	.	.
O=C(COC(=O)CNC(=O)c1ccc(Cl)cc1Cl)Nc1ccc(N2CCOCC2)cc1	-10%	-2%	-0.9%	-0.1%	-25%	12%	0.7	44	1.1	i
COc1ccc(OC)c(NC(=O)CN2C(=O)CSc3ccc(S(=O)(=O)N4CCCC4)cc32)c1	-6%	18%	.	-0.1%	-7%	-7.7%	0.5	62	.	.

Pulled by compound from the entries so far:
SMILES	KOR beta-arrestin-1	NOD2 inhibition	CSM14.1 death rescue	GPR55 activation	NOD1 inhibition	KOR beta-arrestin-2	NTR1 agonist	NTR1 agonist cell count 20 µM	TNAP activation fold	Yfh1-depleted yeast
Cc1cc(C)n(-c2ccc(C(=O)OCc3nnc(-c4ccccc4)o3)cc2)n1	26%	-7%	1.1%	-0.1%	-12%	12%	0.9	46	1.1	i
CCN=C1S/C(=C\c2ccc(OCC)c(OC)c2)C(=O)N1CC	-3%	10%	-1.6%	-0.2%	-14%	-1.6%	1.0	70	1.1	i

Next part:
SMILES	KOR beta-arrestin-1	NOD2 inhibition	CSM14.1 death rescue	GPR55 activation	NOD1 inhibition	KOR beta-arrestin-2	NTR1 agonist	NTR1 agonist cell count 20 µM	TNAP activation fold	Yfh1-depleted yeast
Cc1ccc(CNC(=O)CCCn2c(=O)c3ccccc3n(CC(=O)NCc3ccco3)c2=O)cc1	21%	8%	-2.0%	0.3%	-4%	1.0%	-0.8	49	1	i
Cc1ccc(Nc2ncnc(N)n2)cc1C	-38%[20 µM]	-9%	-3.8%	0.3%	-25%	.	-0.3	75	1.1	i
Cc1nn(Cc2ccccc2)c2ncccc12	-29%	-10%	.	0.3%	1%	6.3%	3.8	55	.	.
CCOC(=O)C1CCN(S(=O)(=O)c2ccc(OC)c(OC)c2)CC1	-14%	-5%	-2.2%	-0.1%	-4%	10%	0.4	43	1	i
COc1ccc(NC(=O)c2cc3ccc(O)cc3o/c2=N\O)cc1	-19%[20 µM]	-63%	.	-0.1%	-19%	6.3%	5.3	52	.	.
COc1ccc(CC(=O)NNC(=O)c2c(-c3ccccc3Cl)noc2C)cc1OC	23%	8%	.	-0.1%	-14%	6.5%	-1.0	60	.	i
CN(c1ncc(C(F)(F)F)cc1Cl)N1C(=O)c2cccc(N)c2C1=O	-34%[20 µM]	23%	-1.7%	-0.1%	20%	5.7%	0.1	36	1	i
CCOc1ccc(NC(=O)N2CCC(NC(=O)C(Cc3cccc(F)c3)NC(C)=O)CC2)cc1 (stereo not drawn)	-3%	-2%	.	-0.2%	-20%	0.8%	-0.2	48	.	.
Cc1ccc(S(=O)(=O)NC(=O)NCCc2ccccc2)cc1	-8%	17%	-9.1%	0.5%	-3%	-1.4%	-0.6	43	1	i

Source: PubChem (several laboratories)

This is a subset; rates above refer to the full screens.
